# XIAP antagonists: small molecules displacing peptide from XIAP – biochemical, IAP family, fluorescence polarization (AID 1018); XIAP BIR domain, fluorescence polarization peptide displacement; higher % means a stronger effect; 0.007% of 200,000 active; displacement, % at 20 µM, or IC50 in µM where a hit was titrated; in the data active means displacement above about 50%; further: a part of the inactive calls stands beside numbers as strong as those of hits
# ER stress rescue: protection against thapsigargin-triggered cell killing – 384-well, CSM14.1, ATP luminescence, primary screen (AID 1222); CSM14.1 thapsigargin-induced death rescue, ATP luminescence; higher % means a stronger effect; one-dose cellular ATP content (survival), % at 20 µM; EC50 in µM for titrated hits; 190,000 tested, under 10 active;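 active means EC50 below 50 µM in the dose-response confirmation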;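 further: death triggered by thapsigargin at about 15 µM added after 2 h compound pretreatment; cell ATP read after overnight thapsigargin exposure of roughly 18 to 22 hours; normalized against plate controls of thapsigargin alone and 5% DMSO vehicle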
# Myeloid diff 2: myeloid differentiation induction | ER-HoxA9 myeloid progenitors, lysozyme-GFP differentiation, flow cytometry | calls only at 10 µM | 1% of 360,000 active | AID 624256;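 active means normalized GFP-positive differentiation at or above the plate's own cutoff, the solvent-only control mean plus 3 SD; inconclusive means no clear call, values can overlap the other calls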;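 further: cells exposed to compound for four days before flow analysis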
# P. falciparum M17LAP: P. falciparum M17LAP inhibitors, primary screen, biochemical, fluorogenic H-Leu-NHMec substrate, 1536-well (AID 1619); recombinant M17LAP, H-Leu-NHMec fluorogenic kinetic assay; higher % means a stronger effect; inhibition, % at 30 µM; hits with a dose series show IC50 in µM; 0.38% of 220,000 active;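 active means compound inhibiting the enzyme by more than half at any dose during confirmatory dose-response retesting; inconclusive means strong single-dose inhibitors picked by rank but not retested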;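 further: plate controls were full reaction with DMSO carrier for no effect and no enzyme background for full effect; strong numbers were not always called active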
# human PMI inhibitors: MPI inhibition at elevated mannose 6-phosphate – biochemical, fluorescence intensity, high mannose 6-phosphate, primary screen (AID 1220); recombinant PMI enzyme, coupled fluorescence intensity; higher % means a stronger effect; inhibition, % at 20 µM; hits with a dose series show IC50 in µM; 0.66% of 190,000 active
# human PMI inhibition: MPI enzyme activity inhibition – biochemical, fluorescence intensity, coupled assay, primary screen (AID 1209); purified PMI enzyme, coupled fluorescence intensity; higher % means a stronger effect; one-dose inhibition, % at 20 µM; IC50 in µM for titrated hits; 0.42% of 190,000 active;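 further: plate controls were DMSO vehicle for no effect and wells lacking substrate for full effect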
# TNAP activation fold: stimulation of alkaline phosphatase TNAP activity – biochemical, luminescent, no phosphate acceptor, uHTS, primary screen (AID 1001); purified TNAP, luminescent activation assay, no phosphate acceptor; higher activation fold means a stronger effect; activation fold at 20 µM; hits with a dose series show EC50 in µM; 0.03% of 200,000 active; in the data active means activation fold from about 3, or a potency from the dose series; inactive means the rest, 99 in 100 with activation fold below about 1.6; further: many of its hits are not listed in these tables
# LYP inhibition: PTPN22 lymphoid phosphatase activity blockers – biochemical, fluorescence intensity, uHTS (AID 1779). recombinant LYP phosphatase, fluorescence intensity; higher % means a stronger effect. one-dose inhibition, % at 11.5 µM; IC50 in µM for titrated hits. 0.054% of 290,000 active;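 further: plate controls were vehicle with enzyme for no effect and no enzyme for full effect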
# M1AAP inhibition: malaria alanyl aminopeptidase activity blockers – biochemical, fluorogenic H-Leu-NHMec substrate, 1536-well (AID 1445); recombinant M1AAP, H-Leu-NHMec fluorogenic kinetic assay; higher % means a stronger effect; 0.42% of 220,000 active; inhibition, % at 30 µM, or IC50 in µM where a hit was titrated;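 active means primary inhibition above the hit cutoff, then over 50% inhibition at one or more dose response concentrations, cut at about 23% in these data, passing the limit was not always enough; inconclusive means conflicting primary data, or primary hits not chosen for dose response; inactive means low primary inhibition, or under 50% at every dose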;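 further: plate controls were DMSO full reaction for no effect and no enzyme background for full effect; strong numbers were not always called active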
# Myeloid diff 2 GFP+ MAC1+ %: further read-out of Myeloid diff 2, marked with its call; GFP+ MAC1+ double positive, %; measured here: differentiation confirmed by MAC1 staining
# Starred values were filed as active, the others as inactive; i = inactive; ? = inconclusive; · = no result given. Unless noted, no stated cut-off is given here; in the data, active means inhibition above about 50%; inactive means the rest. Rows were taken by chance; overall some 2.7% were active at least once.
SMILES | XIAP antagonists | ER stress rescue | Myeloid diff 2 | Myeloid diff 2 GFP+ MAC1+ % | P. falciparum M17LAP | human PMI inhibitors | human PMI inhibition | TNAP activation fold | LYP inhibition | M1AAP inhibition
CCn1c(CCNC(=O)c2ccc(OC)cc2)nnc1SCC(=O)Nc1ccccc1F | -2.9% | -0.9% | i | 0.7 | 2% | 4% | 0% | 1.1 | 5% | 4%
COc1ccc(-n2c3nc4ccccc4nc3c3c(=N)oc(C)nc32)cc1 | -7.9% | 18% | i | 0.3 | 9% | 56%* | 14% | 1.1 | -8% | 8%
O=C(O)CC1(Cc2nc(-c3cccs3)no2)CCCC1 | -4.0% | -0.6% | i | 2.0 | 19% | 3% | -4% | 1.1 | 1% | -3%
O=C(Cc1ccsc1-c1ccccc1)NO | 2.4% | 1.7% | i | 0.4 | 43µM* | 3% | 6% | 1 | -1% | 10µM*
CC1CCCN(C2=NC(=O)/C(=C/c3cn(-c4ccccc4)nc3-c3cccc(S(=O)(=O)N(C)C)c3)S2)C1 (stereo not drawn) | -4.1% | 3.1% | i | 1.4 | 12% | 3% | 10% | 1.1 | 6% | 9%
Cc1ccc(C2CC(C(F)(F)F)n3nc(C(=O)Nc4c(C)n(C)n(-c5ccccc5)c4=O)cc3N2)cc1 (stereo not drawn) | -4.7% | -0.1% | i | 0.5 | 2% | -3% | -9% | 1 | 3% | 4%
CN(c1ccccc1C(=O)O)S(C)(=O)=O | -2.8% | 0.5% | i | 0.5 | 13% | 4% | 2% | 1.2 | -1% | 2%
CCNC(=O)c1ccccc1SCC(=O)Nc1ccc(F)cc1 | -3.9% | · | i | 1.0 | 3% | -13% | -16% | 1 | 0% | -1%
CC(=O)c1oc2ccccc2c1NC(=O)CN1CCCCC1 | -4.3% | 2.3% | i | 6.0 | 8% | -6% | -8% | 1.1 | -3% | 5%
COc1ccccc1OCCNC(=O)Cc1ccc(Cl)c(Cl)c1 | -4.6% | -0.4% | i | 0.3 | 5% | 7% | 1% | 1.1 | -6% | 3%
CCOc1ccc(NC(=O)CN2C(=O)CSC(C)C2=O)cc1 (stereo not drawn) | -7.3% | -0.7% | i | 0.4 | 1.2µM* | 2% | -2% | 1 | -2% | 8%
CCCc1noc2c1/C(=N\O)CC(c1ccccc1)C2 (stereo not drawn) | -1.4% | -4.0% | i | 0.2 | 5% | -15% | -10% | 1 | -7% | 4%
Nc1ncnc2nc(SCc3ccccc3)[nH]c12 | -4.4% | -1.6% | i | 1.0 | 9% | 10% | 10% | 0.7 | -2% | 0%
O=C(c1ccccc1)N1CCCc2ccccc21 | -4.9% | 2.3% | i | 0.2 | -7% | -2% | -3% | 1.1 | -5% | 4%
CC(=O)Oc1c(S(=O)(=O)c2ccc(C)cc2)c(C)nn1-c1ccccc1 | 1.8% | 2.0% | i | 0.8 | 24% | 3% | -5% | 1 | -8% | -2%
CCC(C)C(NC(N)=O)C(=O)Nc1ccc(C)c(Cl)c1 (stereo not drawn) | -6.6% | 0.5% | i | 1.0 | 1% | -21% | -2% | 1.1 | -8% | -2%
CON/C=C(\C=Nc1ccc(F)cc1)c1ncc(C(F)(F)F)cc1Cl | -1.1% | -1.5% | i | 1.5 | 9% | 4% | 6% | 1 | 6% | 4%
CCOc1cccc(C(=O)Nc2nnc(-c3cccs3)s2)c1 | -13% | -0.9% | i | 0.7 | -12% | -6% | -4% | 1.3 | -4% | 0%
O=C(Nc1ccc(F)cc1F)c1ccc(-n2cccn2)nc1 | -8.5% | 1.4% | i | 0.2 | 4% | -5% | -6% | 1.1 | 1% | 4%
COc1ccc(OC)c(Nc2nc(N)nc(CSc3nnc(N)s3)n2)c1 | 0.2% | -1.6% | i | 8.7 | -8% | 16% | 17% | 1.1 | 5% | -3%
CCn1cc(CN2CCc3c([nH]c4ccccc34)C2c2cccc(O)c2)c(C)n1 (stereo not drawn) | 8.4% | 2.4% | i | 0.6 | 4% | 8% | 1% | 1.1 | -5% | 6%
COC(=O)/C(C#N)=C/c1ccc(OC(=O)c2ccccn2)cc1 | 4.2% | -1.2% | i | 0.5 | 13% | 26% | 14% | 1 | 0% | 3%
COc1ccc(OC)c(NC(=O)[C@@H]2CCCN2C(=O)c2cccs2)c1 | -1.6% | 0.2% | i | 0.4 | -9% | 5% | 1% | 1.1 | -7% | -2%
CN(CC(=O)N1CCN(c2ccccc2)CC1)S(=O)(=O)c1cccs1 | -5.3% | -7.8% | i | 0.6 | 8% | -4% | -2% | 0.9 | -8% | 0%
O=C(Nc1ccccc1C(F)(F)F)c1ccccn1 | -3.3% | 0.3% | i | 0.2 | 10% | -1% | -6% | 1.1 | -3% | 4%
CCOC(=O)C1NN=C(C(=O)c2ccccc2)C1c1ccc(OC)cc1 (stereo not drawn) | -1.8% | -1.1% | i | 0.1 | 5% | 9% | 10% | 1 | -1% | -3%
CCn1c(SCc2nc3scc(-c4ccccc4)c3c(=O)[nH]2)nnc1-c1cccs1 | -8.3% | -1.5% | i | 0.8 | -7% | 10% | 24% | 1.2 | 7% | 6%
Cc1occc1C(=O)Nc1ccc2ccccc2c1 | -2.2% | -1.7% | i | 1.0 | 3% | 13% | 5% | 1.1 | 1% | 2%
C=CCc1c(C)[nH]c(=S)c(C#N)c1C | -4.1% | -0.6% | i | 0.4 | ? | -75% | -48% | 1.1 | 1% | -4%
NC(=O)CSc1cn(Cc2ccccc2)c2ccccc12 | -6.5% | -0.6% | i | 0.5 | 1% | 3% | -4% | 1 | -6% | 4%
O=C(CCNS(=O)(=O)c1cccc2nsnc12)NC1CCCc2ccccc21 (stereo not drawn) | -1.0% | -1.9% | i | 0.7 | -3% | 15% | 20% | 1.1 | 1% | 0%
OCC1(Cc2ccccc2)CCN(Cc2ccc(-c3ccco3)cc2)CC1 | -18% | -2.0% | i | 1.1 | -4% | -3% | 4% | 1 | -9% | 7%
O=C(CNC(=O)c1cccc(Cl)c1)N/N=C/C=C/c1ccccc1 | -9.2% | -0.5% | i | 0.3 | 22% | 0% | 0% | 0.8 | -3% | 2%
O=C(N/N=C/c1cn(-c2ccccc2)nc1-c1cccnc1)c1ccccc1 | 0.1% | -0.8% | i | 0.1 | 32% | 14% | 16% | 1.1 | -2% | 5%
O=[N+]([O-])c1ccc(N(c2ccccc2)c2ccccc2)cc1 | -11% | 0.0% | i | 2.0 | -10% | 5% | 12% | 1 | -2% | 3%
COc1ccc(-c2csc(Nc3ccc(S(N)(=O)=O)cc3)n2)cc1 | 4.4% | -1.7% | i | 2.1 | -1% | -4% | 6% | 1.1 | 0% | 6%
O=C1S/C(=C/c2ccc(N3CCOCC3)o2)C(=O)N1Cc1ccc(F)cc1 | -20% | -1.9% | i | 1.4 | 7% | 45% | 27% | 1.1 | 2% | 2%
O=C(c1ccc(-c2ccccc2)cc1)C1CCCN(C(=O)c2cncs2)C1 (stereo not drawn) | -2.1% | 6.5% | i | 0.3 | 13% | 16% | 17% | 1.1 | -2% | 13%
O=C(Oc1ccccc1OC(=O)N1CCOCC1)N1CCOCC1 | -6.1% | -2.5% | i | 1.1 | -8% | -4% | -2% | 1.2 | -11% | -6%
O=C(/C=C/c1ccc(Br)o1)NCc1ccccc1 | -0.4% | 1.6% | i | 0.6 | 3% | -7% | -16% | 1 | 5% | 9%
O=[N+]([O-])c1ccc(N=Cc2ccc(Br)c([N+](=O)[O-])c2)cc1 | -4.4% | -3.4% | i | 0.2 | 13% | 8% | 12% | 1.1 | -4% | 7%
COC(=O)c1ccccc1C(=O)N1CCCC(CCC(=O)NCc2ccc(F)c(F)c2)C1 (stereo not drawn) | -6.9% | 1.3% | i | 0.4 | -7% | 5% | 6% | 1.1 | -11% | 4%
CC(=O)Nc1ccc(S(=O)(=O)N(CC(=O)Nc2cc(C)on2)Cc2ccc(F)cc2)cc1 | · | · | i | 0.8 | -4% | · | · | · | 2% | 5%
NC(=S)N1CCCc2ccccc21 | · | · | i | 0.2 | 15% | · | · | · | -4% | 1%
Cn1c(-c2cnn(-c3ccccc3)c2-n2cccc2)n[nH]c1=S | -8.9% | · | i | 0.4 | 1% | 3% | -11% | 0.9 | -4% | 5%
O=C(CN1CCN(c2ccc(Cl)cc2)CC1)Nc1ccc(F)c(F)c1 | -2.1% | 1.7% | i | 0.3 | 1% | 4% | -5% | 1 | 3% | 2%
Cc1nc(Nc2nc(CSc3ccc(Cl)cc3)cc(=O)[nH]2)nc2ccccc12 | -18% | -0.3% | i | 0.5 | -3% | 2% | 11% | 1.8 | 3% | -3%
Nc1c(C(=O)N/N=C/c2ccc([N+](=O)[O-])cc2)cnn1-c1ccccc1 | · | · | i | 0.6 | -5% | · | · | · | -6% | -2%
CCn1c(SCC(=O)Nc2cccc(C)n2)nc2c1c(=O)n(C)c(=O)n2C | -8.8% | -2.4% | i | 0.1 | · | 8% | 14% | 1 | -4% | ·
O=C(O)C1C(C(=O)O)C1(c1ccccc1)c1ccccc1 (stereo not drawn) | · | · | i | 0.6 | -10% | · | · | · | 3% | 8%
Cc1occc1-c1nnc(SCC(=O)NCc2cccs2)n1CC1CCCO1 (stereo not drawn) | -4.7% | -2.0% | i | 0.7 | 11% | -1% | -7% | 0.8 | -1% | -1%
O=C(c1cnn2c(C(F)F)cc(C3CC3)nc12)N1CCCC1 | -2.5% | -6.5% | i | 0.9 | 2% | -6% | -6% | 1 | -5% | 5%
COc1ccccc1NS(=O)(=O)c1cc(NC(=O)CCC(=O)c2cccs2)ccc1Cl | 0.2% | -3.2% | i | 0.6 | -4% | 10% | 25% | 1.2 | -2% | 3%
Cc1ccc(CNC(=O)Cc2ccc(-n3c(=O)[nH]c4ccsc4c3=O)cc2)cc1 | -5.5% | -2.6% | i | 0.5 | -8% | -2% | 5% | 1.1 | -1% | -3%
CCOC(=O)N1CCC(NC(=O)COc2cc(=O)n(C)c3ccccc23)CC1 | 0.4% | 1.4% | i | 3.5 | 0% | -1% | 1% | 1.2 | -7% | 4%
O=C(NC(=S)Nc1ccc(F)cc1)c1ccc2c(c1)OCCO2 | -3.3% | -1.8% | i | 0.5 | 10% | 11% | 24% | 1 | 6% | 16%
NN=C1c2cc([N+](=O)[O-])ccc2-c2ccc([N+](=O)[O-])cc21 | -2.7% | -0.9% | · | · | -4% | -13% | -11% | 1 | -9% | 4%
S=c1[nH]nc(Cn2nnc3ccccc32)n1-c1ccc(Cl)cc1 | -5.8% | -1.2% | i | 0.9 | 6% | 1% | 10% | 1 | -12% | 0%
O=C(CSc1cn(Cc2ccccc2)c2ccccc12)N1CCOCC1 | -5.6% | -2.2% | i | 5.6 | 0% | 18% | 14% | 1 | -1% | 8%
CS/C(=C(/C#N)S(=O)(=O)c1ccc(Cl)cc1)N1CCOCC1 | · | · | i | 0.8 | 25% | · | · | · | -1% | 8%
Cn1c(N)c(C(=O)COC(=O)c2cc(C3CC3)nc3ccccc23)c(=O)n(Cc2ccccc2)c1=O | -7.5% | 0.3% | i | 3.5 | -15% | 5% | -1% | 1.1 | 11% | 7%

# Assay outcomes from PubChem BioAssay.
